Screening results deposited in PubChem by Broad Institute.
S100A4 inh HTS = blocks human S100A4 binding to myosin IIA peptide | S100A4/TAMRA-MyoIIA peptide fluorescence polarization | inhibition, % at 10.7 µM | 360,000 compounds, 0.14% hits;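 active = mean inhibition of at least 70% across replicates, with every replicate also reaching that level; inconclusive = mean inhibition reaches 70% but some replicates fall short; inactive = mean inhibition below 70%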
Target sequence (P26447 whole entry, looked up): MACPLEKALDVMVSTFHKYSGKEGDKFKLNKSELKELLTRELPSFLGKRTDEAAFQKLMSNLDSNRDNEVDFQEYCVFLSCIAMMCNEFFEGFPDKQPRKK
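Compound dosing: one dose per compound; test system: human S100A4 monomer with TAMRA-labelled myosin IIA peptide; probe or stimulus: TAMRA-labelled myosin IIA heavy-chain peptide probe, 5 nM; medium: HEPES buffer with Ca2+, pH 7.2; schedule: 5 min incubation before reading; benchmarks: neutral control DMSO, positive control TFP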
PglD DTNB = PglD (C. jejuni) enzyme inhibition; 360,000 compounds, 0.098% hits; inhibition, % at 12.5 µM; purified PglD enzyme, DTNB colorimetric CoA detection; in the data active = inhibition above about 16%, passing the limit was not always enough; inconclusive = no clear call, values can overlap the other calls; also: strong numbers were not always called active
DENV2 CPE rescue = DENV2-induced cell death inhibition; DENV2-infected cells, cytopathic effect rescue, plate reader; CPE inhibition, % at 9.99 µM; 350,000 compounds, 1.7% hits; AID 651640; in the data active = CPE inhibition above about 20%, passing the limit was not always enough; inconclusive = no clear call, values can overlap the other calls; tested in BHK-21 cells;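 also: 0% = median of neutral control wells and 100% = median of positive control wells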
E-selectin induc = induces E-selectin expression in human endothelial cells | HUVEC E-selectin immunofluorescence imaging; normalized: neutral wells 0, TNF-alpha wells 100 | activation, % at 7.58 µM | 260,000 compounds, 0.37% hits;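 active = mean E-selectin-positive cell signal at least 10% of the positive control, reached in at least 60% of replicates, without over 20% cell loss; inconclusive = no rule given, readout overlaps actives, possibly toxicity-flagged; inactive = the rest, including those meeting only one limit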;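 also: in these data hits start at about 27%; measured in HUVEC primary endothelial cells; signal is the percent of cells scored E-selectin positive by PE staining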
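Read-out: % PE-positive cells | Test system: HUVEC | Doses: One compound dose added by pin transfer | Buffer or medium: EGM-2 over gelatin coat | Signal: Immunofluorescence imaging | Benchmarks: TNF-alpha, DMSO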
SIRT5 block = sirtuin-5 (human) deacylase inhibition | Purified SirT5, succinyl-peptide AMC, trypsin-coupled fluorescence | inhibition, % at 15 µM | 330,000 compounds, 1.1% hits | AID 652115; in the data active = inhibition above about 15%; inconclusive = no clear call, values can overlap the other calls
Target sequence (Q9NXA8 whole entry, looked up): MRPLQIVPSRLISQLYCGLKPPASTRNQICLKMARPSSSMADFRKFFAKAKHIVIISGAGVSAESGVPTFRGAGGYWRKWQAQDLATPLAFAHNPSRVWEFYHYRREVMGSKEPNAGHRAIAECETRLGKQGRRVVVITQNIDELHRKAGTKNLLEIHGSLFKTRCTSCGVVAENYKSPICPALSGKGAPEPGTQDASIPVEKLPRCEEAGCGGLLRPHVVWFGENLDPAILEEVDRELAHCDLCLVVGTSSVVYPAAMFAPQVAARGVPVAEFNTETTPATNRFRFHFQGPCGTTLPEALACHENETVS
ERp5 block = blocks human ERp5 reductase activity on insulin. Q15084. ERp5 insulin aggregation, absorbance 650 nm, 90 min. inhibition, % at 9.99 µM. 350,000 compounds, 0.05% hits;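 active = mean replicate inhibition above about 25%, with every replicate also reaching it, limit read from the data, passing the limit was not always enough; inconclusive = only one of those two criteria met; inactive = neither criterion met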
Target sequence (Q15084 whole entry, looked up): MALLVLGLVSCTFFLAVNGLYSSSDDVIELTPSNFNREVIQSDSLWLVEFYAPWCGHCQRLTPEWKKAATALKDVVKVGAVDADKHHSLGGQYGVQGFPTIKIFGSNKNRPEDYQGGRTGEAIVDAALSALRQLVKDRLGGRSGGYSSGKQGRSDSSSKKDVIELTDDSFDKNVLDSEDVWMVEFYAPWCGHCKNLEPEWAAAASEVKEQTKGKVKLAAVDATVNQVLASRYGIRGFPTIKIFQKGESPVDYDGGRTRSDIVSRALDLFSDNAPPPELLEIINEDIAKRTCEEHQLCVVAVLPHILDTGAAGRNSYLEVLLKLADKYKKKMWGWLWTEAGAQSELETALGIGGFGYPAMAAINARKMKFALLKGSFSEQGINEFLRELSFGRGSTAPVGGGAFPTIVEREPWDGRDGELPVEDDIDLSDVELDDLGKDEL
Statin myotox sup = protects C2C12 myotubes from simvastatin toxicity; ATP luminescence, 48 h; scaled: DMSO 0, geranylgeraniol control 100; rescue of ATP level, % at 7.49 µM; 330,000 compounds, 0.78% hits; AID 602340;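 active = mean ATP rescue above about 67%, or every replicate alone reaching that limit, limit read from the data, passing the limit was not always enough; inconclusive = no clear call, values can overlap the other calls; inactive = mean under the limit and some replicate under it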;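 also: myotubes were challenged with 10 µM simvastatin during compound exposure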
An asterisk follows results filed as active; u = inconclusive; x = no result given; & = joins results of further samples; ! = not active in a repeat. Only part of the results is shown; the hit share may differ from the screen's.

SMILES	S100A4 inh HTS	PglD DTNB	DENV2 CPE rescue	E-selectin induc	SIRT5 block	ERp5 block	Statin myotox sup
O=C(c1ccc(=O)[nH]n1)N1CCN(S(=O)(=O)c2cccc(F)c2)CC1	-1	7	-3	0.0	2	2	-2
CC(=O)N1CCN(c2ccc(NCc3ccc(Br)o3)cc2)CC1	-14	0	3	-0.1	x	5	-17
O=C(NCC1CC1)c1cc2c(c(-c3cccc(-c4ccccc4F)c3)n1)[C@H](CCO)N(C(=O)CC1CC1)C2	-7	x	-2	-3.7	4	0	x
O=C(Nc1ccc(Cl)cn1)Nc1ccccc1Cl	-2	-2	3	1.4	-1	-5	x
Cc1nn(-c2ccc3ccccc3c2)c(=O)c2ccccc12	-6	-10	-2	x	1	3	x
CC(c1ccccc1)N1C(=O)c2ccccc2C1O (centres undefined)	4	-5	-10	0.0	1	3	12
C[C@H](CO)N1C[C@H](C)[C@H](CN(C)S(=O)(=O)c2ccc(F)cc2)Oc2ccc(NS(=O)(=O)c3ccc(Cl)cc3)cc2C1=O	-4	2	u	-0.1	6	-4	41
O=C(C1CCCC1)N1CCCCN2[C@H](CO)[C@@H](c3ccc(-c4cccc(F)c4)cc3)[C@H]2C1	-5	2	-2	x	8	2	x
O=C(Nc1cccc(Cl)c1)Nc1ccc2nccnc2c1	0	0	0	x	-11	1	-47
COCC(C)n1c(SCc2cc(=O)n3cc(C)ccc3n2)nc2ccccc2c1=O (centres undefined)	2	-3	x	x	-1	-4	3
CCCCn1c(N)c(N(CC)C(=O)c2ccccc2C(F)(F)F)c(=O)[nH]c1=O	19	0	0	x	0	1	-2
Cc1ccc(S(=O)(=O)NC[C@H]2CC[C@@H]3[C@@H](CN3Cc3ccccc3C(=O)O)O2)cc1	14	x	6	x	-3	-2	x
O=C1c2ccccc2-c2cc(Br)ccc2NC1O (centres undefined)	2	0	-4	-0.6	-4	7	14
CC1CCN(C(=O)C(C)NCc2ccc(F)cc2)CC1 (centres undefined)	1	4	8	x	-1	3	17
CC(OC(=O)c1ccc(Cl)c(S(=O)(=O)N2CCOCC2)c1)C(=O)NC1CCCCC1C (centres undefined)	-8	-4	-1	x	-1	5	x
Cc1c(NC(=O)COC(=O)CSc2ccc([N+](=O)[O-])cc2)c(=O)n(-c2ccccc2)n1C	7	-3	9	x	12	-7	-3
Cc1ccc(NC(=O)CN(C)C(=O)c2ccc(-n3cncn3)c([N+](=O)[O-])c2)cc1	-2	x	u	x	-4	19	x
O=C(CN(C(=O)c1ccc(Cl)cc1)N1C(=O)C2C3C=CC(C3)C2C1=O)c1cccs1 (centres undefined)	0	0	15	-0.1	2	1	0
CCOc1ccc(C(=O)NCC(=O)OCC(=O)Nc2ccc(C)c(S(=O)(=O)N(C)C)c2)cc1	7	1	1	1.3	-3	3	-5
COc1ccc(S(=O)(=O)N(C)C[C@@H]2Oc3c(NC(=O)Nc4ccc(C(F)(F)F)cc4)cccc3C(=O)N([C@H](C)CO)C[C@@H]2C)cc1	-16	0	10	x	10	-4	-42

Some of the entries above, reformatted:
The line under a structure holds: S100A4 inh HTS | PglD DTNB | DENV2 CPE rescue | E-selectin induc | SIRT5 block | ERp5 block | Statin myotox sup
O=C(c1ccc(=O)[nH]n1)N1CCN(S(=O)(=O)c2cccc(F)c2)CC1
  -1 | 7 | -3 | 0.0 | 2 | 2 | -2
CC(=O)N1CCN(c2ccc(NCc3ccc(Br)o3)cc2)CC1
  -14 | 0 | 3 | -0.1 | x | 5 | -17
O=C(NCC1CC1)c1cc2c(c(-c3cccc(-c4ccccc4F)c3)n1)[C@H](CCO)N(C(=O)CC1CC1)C2
  -7 | x | -2 | -3.7 | 4 | 0 | x
O=C(Nc1ccc(Cl)cn1)Nc1ccccc1Cl
  -2 | -2 | 3 | 1.4 | -1 | -5 | x
Cc1nn(-c2ccc3ccccc3c2)c(=O)c2ccccc12
  -6 | -10 | -2 | x | 1 | 3 | x

(more compounds)
SMILES	S100A4 inh HTS	PglD DTNB	DENV2 CPE rescue	E-selectin induc	SIRT5 block	ERp5 block	Statin myotox sup
CC(=O)Nc1ccc(N(CC(O)Cn2c3ccccc3c3ccccc32)S(=O)(=O)c2ccc(C)cc2)cc1 (centres undefined)	9	-12	-6	-1.2	-3	-4	x
Brc1ccccc1-c1nc2c3ccccc3ncn2n1	1	-2	u	3.4	2	2	-5
COc1ccc([N+](=O)[O-])cc1/C=N/Nc1nn[nH]n1	0	x	0	-1.2	-1	0	x
Cc1c(Cl)cccc1NC(=O)Cc1cccs1	0	3	-7	x	57*	2	10
C[C@H]1CN([C@@H](C)CO)C(=O)c2cccc(NS(=O)(=O)c3ccc(F)cc3)c2O[C@@H]1CN(C)Cc1ccncc1	12	-1	1	2.5	-1	-4	4
COc1ccc(NC(=O)Nc2ccc3c(c2)CC(=O)N([C@H](C)CO)C[C@H](C)[C@H](CN(C)S(=O)(=O)c2c(C)noc2C)O3)cc1	-2	2	1	x	-1	-2	-8
O=C(Nc1cc(F)ccc1F)N1CCCCN2[C@H](C1)[C@@H](c1ccc(-c3cccnc3)cc1)[C@@H]2CO	-9	6	-4	1.2	-7	0	-70
CN(C)CC(=O)N1CC(=O)N2[C@@H](CO)[C@H](c3ccc(/C=C/c4ccccc4)cc3)[C@@H]2C1	24	x	4	-0.4	9	6	x
CO[C@H]1CN(C)C(=O)c2ccc(NS(=O)(=O)CC(F)(F)F)cc2OC[C@@H](C)N(Cc2nccs2)C[C@@H]1C	-9	0	-1	-0.1	0	1	3
Cc1csc2nc(CNC(=O)C3CC=CCC3C(=O)O)cn12 (centres undefined)	0	-1	-1	x	-2	-1	-8
COC(=O)c1nc(-c2ccccc2)oc1N1CCOCC1	-4	x	-1	0.1	-22	2	x
CCCC(=O)N1CCCC1(C)C(=O)NCc1ccc(F)cc1Cl (centres undefined)	-4	8	-10	0.1	x	-3	10
C[C@@H]1CN([C@H](C)CO)C(=O)Cc2cc(NC(=O)Cc3cn(C)c4ccccc34)ccc2O[C@H]1CN(C)S(=O)(=O)c1cccs1	-12	-2	-5	-0.1	4	4	-83
CN1CCN(c2ccc(NC(=O)c3cc4ccccc4o3)cc2)CC1	-3	-3	9	x	-3	2	-27
O=C(Nc1ccc(F)cc1)N[C@H]1CC[C@@H](CCn2cc(-c3ccc(F)cc3)nn2)O[C@H]1CO	3	-3	-9	0.1	-1	5	4
c1ccn(CCc2ccncc2)c1	-3	3	0	0.2	x	-5	1
CO[C@H](CN(C)C(=O)c1ccc2c(c1)OCO2)[C@H](C)CN([C@H](C)CO)S(=O)(=O)c1ccc(C)cc1	-7	-1	2	-0.1	1	1	11
COc1ccc(NC(=O)CCCC2CCCCC2)c(OC)c1	-4	4	-2	0.7	0	-10	-1
C[C@H]1CN([C@@H](C)CO)C(=O)c2cc(NC(=O)c3ccncc3)ccc2O[C@@H]1CN(C)Cc1ccc(C(=O)Nc2ccccc2N)cc1	4	x	x	0.3	4	13	x
Clc1ccc(/C=N\Nc2ccccc2)cc1	2	-3	-1	10.0	-1	-5	5
Cc1onc(-c2ccccc2Cl)c1C(=O)NCc1ccccc1F	2	-2	-1	-0.3	1	9	7
CC(C)c1nnc(NC(=O)CN2C(=O)c3ccccc3C2=O)s1	0	x	-3	x	1	-2	6
C[C@H](CO)N1C[C@H](C)[C@H](CN(C)C(=O)Nc2ccc(F)cc2)Oc2ccc(NS(=O)(=O)c3ccc(F)cc3)cc2C1=O	-6	-7	u	0.7	8	0	-25
COc1cccc(CN(C)Cc2nc3cc(C(F)(F)F)ccc3c(=O)[nH]2)c1	-4	2	2	1.8	-2	11	x
CS(=O)(=O)N1CCN(C(=O)Cc2ccccc2Cl)CC1	-2	-5	-9	-0.2	-6	-1	7
Cc1cccc(NC(=O)COC(=O)CC2CCCC2)c1C	-1	-3	-3	0.2	-2	1	1
Cn1cc([N+](=O)[O-])c(C(=O)NNC(=O)c2ccc([N+](=O)[O-])cc2)n1	-5	x	-4	-0.4	3	-4	x
C[C@@H]1CN([C@H](C)CO)S(=O)(=O)c2ccc(C#Cc3ccccc3F)cc2O[C@@H]1CN(C)C(=O)Cc1ccccc1	-7&3	0&-8	2&-2	-0.2	20*!	-1&-2	-13&-6
O=C(Cc1cccnc1)N1CC(=O)N2[C@@H](CO)[C@H](c3ccc(C4=CCCCC4)cc3)[C@@H]2C1	4	x	12	0.1	-2	5	x
Cn1c2ccccc2c2nnc(NN)nc21	3	-3	-1	0.1	-1	4	-11
COc1ccccc1-c1cnc2c(c1)C(=O)N([C@@H](C)CO)C[C@@H](C)[C@H](CN(C)C(=O)c1cccnc1)O2	23&1&0	2&5&-4	-4&-2&9	1.4&0.2	-14&-4&1	0&-1&4	5&-3&-16
C[C@@H]1CN([C@H](C)CO)S(=O)(=O)c2ccc(Br)cc2O[C@@H]1CN(C)Cc1ccc(-c2ccccc2)cc1	-2	-3	4	0.4	x	4	-8
Cc1noc(C)c1S(=O)(=O)Nc1ccc2c(c1)C(=O)N([C@@H](C)CO)C[C@H](C)[C@@H](CN(C)C)OCCCC[C@H](C)O2	-3	-1	u	-0.1	-3	1	x
Cc1ccc(C(=O)CCC(=O)OCC(=O)N(CC(C)C)c2c(N)n(Cc3ccccc3)c(=O)[nH]c2=O)cc1	2	4	8	3.7	-6	0	-7
Cc1ccc(C)c(NC(=S)Nc2cccnc2)c1	-4	x	-7	1.1	-2	6	12
Cc1ccc(COc2ccc(S(=O)(=O)N3CCCC3)cc2C(N)=O)cc1	-12	-2	-1	-0.1	-2	2	0
CN(C)CCCNC(=O)C[C@@H]1CC[C@H]2[C@@H](COC[C@H](O)CN2CC2CCCCC2)O1	1	x	u	0.2	6	2	x
C[C@H](CO)N1C[C@H](C)[C@H](CN(C)Cc2cccnc2)Oc2cc(C#CC3CC3)ccc2S1(=O)=O	7	3	-6	-0.1	-3	4	6
Cc1nc2sccn2c(=O)c1S(=O)(=O)Nc1ccc(N2CCN(S(C)(=O)=O)CC2)cc1	0	0	-5	x	1	-1	2
COc1cccc(C(=O)NCC(c2ccc3c(c2)OCO3)N2CCN(c3ccc(F)cc3)CC2)c1 (centres undefined)	-1	-2	-3	-0.5	3	5	22
COc1ccccc1-c1ccc2n(c1=O)C[C@@H]1[C@@H](CO)[C@H](C(=O)N3CCOCC3)[C@H]2N1CC1CC1	12	0	6	-0.1	-6	-5	-21
COc1ccc(S(=O)(=O)Nc2ccc3c(c2)C(=O)N([C@H](C)CO)C[C@@H](C)[C@@H](CN(C)C(=O)Nc2ccc(F)cc2)O3)cc1	38	0	-1	-0.4	4	-4	6
O=C(Nc1ccc(Cl)c(Cl)c1)O/N=C/c1ccncc1	-1	-1	4	x	-2	2	x
CCOc1ccccc1C(=O)OC(C)C(=O)Nc1ccc(S(=O)(=O)N2CCCC2)cc1 (centres undefined)	-1	-2	-7	-0.4	1	-1	2
Cc1cc(O)c(-c2n[nH]c3c2C(c2cccc(O)c2)N(Cc2cccnc2)C3=O)cc1Cl (centres undefined)	x	2	x	-2.1	x	x	34
COc1cccc(NC(=O)CCC(=O)N2CC(C)Oc3ccc(C)cc32)c1 (centres undefined)	0	6	5	0.1	-1	3	6
Cc1ccn2cc(CCNC(=O)C3CC=CCC3C(=O)O)nc2c1 (centres undefined)	-22	x	2	x	-10	2	-7
CCCCCCCNC(=O)C1(CC2CC(c3cccc(Br)c3)=NO2)CCN(C(=O)C2(C)CC2)CC1 (centres undefined)	0	1	-15	-0.3	x	-8	-10
COc1ccc(C)cc1NC(=O)n1ncc2cc(Cl)ccc21	0	-10	1	0.6	-2	4	-5
O=C(NCc1cccc(Cl)c1)c1ccc(-n2ccnc2)c2ccoc12	-4	1	u	-0.2	x	0	-2
Cc1cccc(C)c1[N+](=O)[O-]	11	x	-8	x	x	0	x
